Source: PubChem (several laboratories)
HT1080 viability: cytotoxicity in HT1080 fibrosarcoma cells, cell-based, fluorescence readout (AID 620) | HT1080 viability, fluorescence; higher % means a stronger effect | one-dose cytotoxicity, % at 10 µM; EC50 in µM for titrated hits | 87,000 compounds, 0.42% hits;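 also: cells exposed to compound overnight then 4 h with Alamar Blue; 0% = vehicle DMSO and 100% = killing control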
Spn PMK inh: inhibitors of Streptococcus pneumoniae phosphomevalonate kinase; purified PMK, PK/LDH-coupled NADH absorbance 340 nm; inhibition, % at 10 µM; 65,000 compounds, 0.49% hits; AID 539;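 active = top-ranked compounds by inhibition in the single 10 µM screen, taking a fixed number of the strongest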;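 also: 0% = full reaction with DMSO carrier and 100% = background rate without enzyme reaction; no value below 0 was filed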
Spn DPM-DC inh: inhibitors of Streptococcus pneumoniae diphosphomevalonate decarboxylase | purified DPM-DC, PK/LDH coupled NADH fluorescence | calls only at 10 µM | 65,000 compounds, 0.49% hits;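 active = the 320 compounds with the highest percent inhibition in the single-dose primary screen, excluding strongly autofluorescent ones, cut at about 32% in these data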;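 also: kinetic rate of NADH fluorescence loss reporting ADP formed by the decarboxylase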
Spn MK inh: blocks S. pneumoniae mevalonate kinase | purified MK, PK/LDH-coupled NADH absorbance 340 nm | inhibition, % at 10 µM | 65,000 compounds, 0.48% hits | AID 555;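 active = ranked among the strongest by inhibition in the single 10 µM screen, a fixed top-ranked set picked for dose follow-up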; also: no value below 0 was filed
HPDE-C7 viability: HPDE-C7 pancreatic duct cell viability loss – fluorescence, HTS (AID 430); HPDE-C7 pancreatic duct cells viability, fluorescence; higher % means a stronger effect; cytotoxicity, % at 10 µM, or EC50 in µM where a hit was titrated; 63,000 compounds, 1.8% hits;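 also: cells exposed to compound for 48 hours before viability readout; 0% = vehicle and 100% = reference cytotoxic drug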
KRASV12 cytotoxicity: viability loss of HPDE-C7K cells – cell-based, fluorescence, HTS, primary screen (AID 431); 63,000 compounds, 1.7% hits; HPDE-C7K KRASV12 cells, Alamar Blue viability, 48 h; higher % means a stronger effect; cytotoxicity, % at 10 µM; hits with a dose series show EC50 in µM;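 active = compounds whose percent cytotoxicity in the single-dose primary screen, scaled between solvent and toxic-drug controls, exceeds 50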;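 also: 0% = DMSO solvent wells and 100% = doxorubicin-treated wells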
Bfl-1 inhibitors: Bfl-1 inhibitors, primary screen, biochemical, fluorescence polarization, FITC-Bid, mouse (AID 432); displacement, % at 20 µM, or IC50 in µM where a hit was titrated; 64,000 compounds, 0.02% hits; FITC-Bid BH3 peptide fluorescence polarization displacement; higher % means a stronger effect; in the data active = a potency from the dose series; inactive = the rest, 99 in 100 with displacement below about 15%; also: strong numbers were not always called active
LYP phosphatase: inhibition of human PTPN22 tyrosine phosphatase – biochemical, DiFMUP fluorescence, recombinant catalytic domain, 10 µM, primary screen (AID 606); recombinant LYP catalytic domain, DiFMUP fluorescence; higher % means a stronger effect; 52,000 tested, under 10 active; inhibition, % at 10 µM, or IC50 in µM where a hit was titrated;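 active = IC50 under 40 µM in the dose-response test; inactive = IC50 of 40 µM or more, or never dose-tested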
Alkaline phosphatase: human TNAP enzyme inhibitors, biochemical, luminescent (AID 518) | purified TNAP enzyme, luminescent substrate readout; higher % means a stronger effect | inhibition, % at 20 µM; hits with a dose series show IC50 in µM | 64,000 compounds, 0.09% hits; in the data active = a potency from the dose series; inactive = the rest, 99 in 100 with inhibition below about 22%;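 also: plate controls were vehicle for no effect and reference inhibitor for full effect; many of its hits are not listed in these tables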
Spn PMK inh pilot replicates: further read-out of Spn PMK inh, marked with its call; inhibition, %; measured here: pilot screen replicates
Spn MK inh pilot replicates: also measured in Spn MK inh; calls as there; inhibition, %; measured here: pilot screen replicates
Spn DPM-DC inh pilot screen %: second read-out of Spn DPM-DC inh, no call of its own (marks repeat the call); inhibition, %; measured here: pilot screen trials
Active calls of the source: *; i = inactive; nt = not tested or not shown. Rule as the data show it, unless noted: active = cytotoxicity above about 50%; inactive = the rest.

SMILES	HT1080 viability	Spn PMK inh	Spn PMK inh pilot replicates	Spn DPM-DC inh	Spn DPM-DC inh pilot screen %	Spn MK inh	Spn MK inh pilot replicates	HPDE-C7 viability	KRASV12 cytotoxicity	Bfl-1 inhibitors	LYP phosphatase	Alkaline phosphatase
COc1ccc(-c2cc(=O)[nH]c(NCc3ccccc3)n2)cc1	-7%	1	nt	i	nt	6	nt	7%	7%	0%	-6%	9%
CCOC(=O)c1nnn(CC(=O)Nc2cccc(F)c2)c1C(=O)OCC	17%	16	6.5	i	2.0	0	4.5	2%	-1%	-2%	2%	20%
COc1ccccc1CN1CCN(C(CC(C)C)c2nnnn2Cc2cccs2)CC1 (stereo not given)	11%	15	nt	i	nt	5	nt	-9%	1%	-6%	-6%	3%
O=C(Nc1cnn(Cc2ccc(Cl)cc2Cl)c1)c1noc2c1CCCC2	1%	8	2.0	i	0.0	14	1.5	35%	40%	-6%	-2%	14%
COc1ccc(C(=O)Cn2c(=O)c(CCC(=O)O)nn3c4ccccc4nc23)cc1OC	-4%	11	nt	i	nt	11	nt	-5%	-8%	3%	-2%	2%
Cc1nnc(SCC(=O)Nc2ccc(Br)cn2)[nH]c1=O	-6%	11	1.0	i	0.0	0	0.0	-9%	1%	-8%	-3%	16%
COc1ccc2c(c1OC)C(=O)OC2CC(=O)c1ccc(N(C)C)cc1 (stereo not given)	2%	2	nt	i	nt	14	nt	0%	7%	4%	4%	21%
Clc1ccc(-c2nn3c(C4COc5ccccc5O4)nnc3s2)cc1 (stereo not given)	2%	7	nt	i	nt	12	nt	1%	6%	-3%	nt	7%
c1ccc(N2CCN(Cc3nnnn3C3CCCCC3)CC2)cc1	5%	13	nt	i	nt	8	nt	6%	0%	-7%	nt	7%
Cc1ccc(C)c(N2CCN(S(=O)(=O)c3ccc4c(c3)oc(=O)n4C)CC2)c1	-16%	14	nt	i	nt	5	nt	15%	8%	0%	-10%	8%

Fetched one by one from above:
SMILES	HT1080 viability	Spn PMK inh	Spn PMK inh pilot replicates	Spn DPM-DC inh	Spn DPM-DC inh pilot screen %	Spn MK inh	Spn MK inh pilot replicates	HPDE-C7 viability	KRASV12 cytotoxicity	Bfl-1 inhibitors	LYP phosphatase	Alkaline phosphatase
Cc1ccc(C)c(N2CCN(S(=O)(=O)c3ccc4c(c3)oc(=O)n4C)CC2)c1	-16%	14	nt	i	nt	5	nt	15%	8%	0%	-10%	8%
COc1ccccc1CN1CCN(C(CC(C)C)c2nnnn2Cc2cccs2)CC1 (stereo not given)	11%	15	nt	i	nt	5	nt	-9%	1%	-6%	-6%	3%
COc1ccc2c(c1OC)C(=O)OC2CC(=O)c1ccc(N(C)C)cc1 (stereo not given)	2%	2	nt	i	nt	14	nt	0%	7%	4%	4%	21%

New compounds follow:
SMILES	HT1080 viability	Spn PMK inh	Spn PMK inh pilot replicates	Spn DPM-DC inh	Spn DPM-DC inh pilot screen %	Spn MK inh	Spn MK inh pilot replicates	HPDE-C7 viability	KRASV12 cytotoxicity	Bfl-1 inhibitors	LYP phosphatase	Alkaline phosphatase
Cc1nc(N2CCN(C)CC2)c2c(C)c(C(=O)Nc3ccc(F)cc3)sc2n1	nt	23	nt	i	nt	0	nt	8%	7%	-1%	4%	7%
c1ccc(CSc2nnc(-c3ccco3)n2Cc2ccccc2)cc1	-5%	3	nt	i	nt	6	nt	10%	9%	-2%	17%	2%
CC(NC(=O)C1CC1)C(c1cccs1)N1CCN(c2ccccc2)CC1 (stereo not given)	2%	8	2.0	i	1.0	2	0.5	-21%	0%	9%	-2%	14%
Cn1c(C(=O)N2CCN(c3ncccn3)CC2)cc2c(=O)n(C)c3ccccc3c21	20%	9	nt	i	nt	5	nt	20%	17%	12%	4%	4%
CCn1c(=O)c(=O)[nH]c2cc(C(=O)N3CCN(c4ccccc4F)CC3)ccc21	14%	11	0.0	i	0.0	16	0.0	4%	6%	-2%	13%	16%
CCc1ccc2c(c1)c1nc(C)sc1n2CC	-7%	0	nt	i	nt	0	nt	-12%	-1%	-5%	10%	16%
Cc1cc(=O)[nH]c(SCC(=O)N2CCC(C(N)=O)CC2)n1	2%	0	nt	i	nt	5	nt	6%	14%	-2%	-8%	0%
O=C(CSc1nnc(CNC(=O)c2ccccc2F)o1)NCC1CCCO1 (stereo not given)	nt	6	nt	i	nt	1	nt	4%	6%	-1%	5%	4%
CCCN(CCC)c1nc2ccccc2nc1C(C#N)C(=O)OCCOC (stereo not given)	7%	5	nt	i	nt	7	nt	-9%	5%	-7%	7%	20%
CC(N=Cc1cccc(O)c1O)c1ccccc1 (stereo not given)	5%	0	nt	i	nt	8	nt	16%	23%	2%	10%	8%

3 compounds from above, sorted by length of the SMILES, lowest first.
SMILES	HT1080 viability	Spn PMK inh	Spn PMK inh pilot replicates	Spn DPM-DC inh	Spn DPM-DC inh pilot screen %	Spn MK inh	Spn MK inh pilot replicates	HPDE-C7 viability	KRASV12 cytotoxicity	Bfl-1 inhibitors	LYP phosphatase	Alkaline phosphatase
CC(N=Cc1cccc(O)c1O)c1ccccc1 (stereo not given)	5%	0	nt	i	nt	8	nt	16%	23%	2%	10%	8%
O=C(CSc1nnc(CNC(=O)c2ccccc2F)o1)NCC1CCCO1 (stereo not given)	nt	6	nt	i	nt	1	nt	4%	6%	-1%	5%	4%
CCn1c(=O)c(=O)[nH]c2cc(C(=O)N3CCN(c4ccccc4F)CC3)ccc21	14%	11	0.0	i	0.0	16	0.0	4%	6%	-2%	13%	16%

Later entries:
SMILES	HT1080 viability	Spn PMK inh	Spn PMK inh pilot replicates	Spn DPM-DC inh	Spn DPM-DC inh pilot screen %	Spn MK inh	Spn MK inh pilot replicates	HPDE-C7 viability	KRASV12 cytotoxicity	Bfl-1 inhibitors	LYP phosphatase	Alkaline phosphatase
COc1ccc(C(C)N2CC34C=CC(O3)C(C(=O)OCC(C)C)C4C2=O)cc1 (stereo not given)	0%	3	2.0	i	0.0	0	1.0	5%	2%	-2%	2%	14%
Cc1cc(=O)n2nc(N3CCCC(C(=O)N4CCOCC4)C3)sc2n1 (stereo not given)	-5%	6	nt	i	nt	0	nt	-12%	-4%	-2%	7%	9%
Cc1ccc(NC(=O)CSc2nnc(COc3ccc(C#N)cc3)n2-c2ccccc2)cc1C	-12%	11	nt	i	nt	8	nt	-6%	-3%	4%	10%	2%
COc1ccc(-c2noc(CCC(=O)NCCCN3CCC(Cc4ccccc4)CC3)n2)cc1	-1%	8	0.0	i	0.0	4	4.0	13%	28%	-2%	5%	14%
O=C(C1CCN(S(=O)(=O)c2cccc3nsnc23)CC1)N1CCCc2ccccc21	2%	14	nt	i	nt	5	nt	-2%	0%	-1%	nt	12%
